KB-3-1 tox: KB-3-1 parental cell cytotoxicity; KB-3-1 viability, CellTiter-Glo ATP luminescence, 72 h; Potency, µM (series often up to 46.1 µM), for the others: top-dose activity change, negative = cytotoxic, most hits filed as cytotoxic; actives 1.4% (n = 400,000); AID 1347075; further: potency means the concentration at half of the fitted maximal effect; on the % scale 0 is the no-effect control and ±100 the full control effect; nearly all actives have a fitted effect of over 60% in size
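Cytotoxicity measured as CellTiter-Glo luminescence after 72 h at 37 C. Compound titrations were pinned onto drug-naive KB-3-1 parental adenocarcinoma cells grown in DMEM with 10% FBS, and normalized data fitted to concentration-response curves.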
ATXN2 expr inh: ATXN2 expression inhibition | Potency, µM (series often up to 57 µM), for inactives: at the top dose activity change, negative = inhibition, hits mostly inhibitors | actives 0.72% (n = 360,000) | HEK-293 ATXN2-luciferase reporter, luminescence, 24 h | AID 1745845; further: potency means the concentration at half of the fitted maximal effect; on the % scale 0 is the no-effect control and ±100 the full control effect; nearly all actives have a fitted effect of over 55% in size
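qHTS (up to 57 uM final) was run with 24 h compound exposure of reporter cells at 37 °C. Each well was multiplexed: SteadyGlo luminescence measured ATXN2-luciferase expression after a fluorogenic Gly-Phe-AFC viability readout (25 uM final).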
IL-1B inflam inh: inhibitors of inflammasome signaling (IL-1 beta secretion) | THP-1 LPS/ATP IL-1B secretion, AlphaLISA, 16 h; hits give low values | activity change, % at 57.5 µM | actives 4.7% (n = 360,000); in the data active means activity change below about -50%; inconclusive means mostly about -30% to -49%; further: on the % scale 0 is the no-effect control and ±100 the full control effect
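Secreted IL-1B measured by AlphaLISA bead assay after 16 h compound exposure of THP-1 cells; compounds (final up to 57.5 uM) added 1 h before LPS (250 ng/mL) and ATP (1.25 mM) stimulation; lower signal means less secretion.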
MCF10A rerep: DNA re-replication induction in MCF 10a cells | MCF 10A DNA re-replication, Hoechst nuclear intensity, 48 h | Potency, µM (highest dose often 46.1 µM), inactives show at the top dose activity, positive = re-replication, most hits filed as activators | actives 2.9% (n = 350,000) | AID 624296; further: potency means the concentration at half of the fitted maximal effect; % of control where 0% means no effect; nearly all actives have a fitted effect of over 50% in size
HT1080 IDH1KD tx: HT-1080 IDH1 knockdown cell toxicity (counter line); HT-1080 IDH1 knockdown viability, ATP luminescence, 48 h; Potency, µM (titrated, usually from 46.1 µM), for inactives: at the highest dose activity, negative = toxicity, usual class: cytotoxic; actives 2% (n = 360,000); AID 686971;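 further: potency means the concentration at half of the fitted maximal effect; 0% = DMSO wells and -100% = cell-free medium wells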
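CellTiter-Glo luminescence after 48 h compound exposure at 37 degrees C of IDH1-knockdown HT-1080 cells in 5% FBS RPMI. %Activity scaled between DMSO wells and cell-free media wells, with curves fitted and assigned curve classes.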
HepG2 tox: counter-screen for TGF-b inhibitors: cytotoxicity in HepG2 cells. actives 0.76% (n = 410,000). HepG2 CAGA-GFP viability, ATP luminescence, 18 h. Potency, µM (titrated, usually from 46.1 µM), for the others: at the top dose activity change, negative = cytotoxicity, hits mostly cytotoxic. AID 588856; further: potency means the concentration at half of the fitted maximal effect; some results filed as inactive show a strong effect at the top dose
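CellTiter-Glo luminescence gave cytotoxicity after 18 hours at 37 degrees C. The cells were HepG2 CAGA-GFP in 1% FBS DMEM, stimulated with 500 pg/mL TGF-beta after compound addition. %Activity was normalised to no-cell wells (complete cell-killing) and DMSO (no toxicity), and curves were fitted and classified.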
HT1080NT lethal: kills 2HG-producing HT-1080-NT fibrosarcoma cells | HT-1080-NT fibrosarcoma viability, CellTiter-Glo ATP luminescence, 48 h | Potency, µM (top dose mostly 46.1 µM), for inactives: top-dose activity, negative = less viability, most hits filed as cytotoxic | actives 1.6% (n = 360,000) | AID 686970;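 further: NT is the 2HG producing partner of a matched IDH1 knockdown line; potency means the concentration at half of the fitted maximal effect; 0% = DMSO-treated cells and -100% = media-only wells without cells; nearly all actives have a fitted effect of over 55% in size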
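Toxicity toward the 2HG-producing NT line was scored as %Activity, normalised to DMSO and no-cell wells, from CellTiter-Glo luminescence after 48 hours' treatment.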
SW480 rerep: inducers of DNA re-replication in SW480 colon cancer cells; SW480 DNA re-replication, Hoechst DNA content imaging, 48 h; Potency, µM (doses to about 46.1 µM), for the others: at the highest dose re-replication activation, actives largely listed as activators; actives 1.8% (n = 340,000); further: potency means the concentration at half of the fitted maximal effect; % of control where 0% means no effect; nearly all actives have a fitted effect of over 55% in size
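DNA re-replication was detected as more nuclei of elevated Hoechst intensity after 48 hr exposure to compound (23 nL pinned per well of 250 cells).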
S2 tox: viability counter-screen for ATXN expression inhibitors; S2 cells (HEK-293 line with an ATXN2-luciferase reporter) viability, CellTiter-Fluor protease fluorescence, 24 h; Potency, µM (series often up to 56.7 µM), hits mostly cytotoxic; actives 0.49% (n = 400,000); AID 651635; further: potency means the concentration at half of the fitted maximal effect; nearly all actives have a fitted effect of over 40% in size
The depositor's hits bear a star; [ ] = another dose, or the depositor's remark. Unless noted, the call rests on the fitted dose curve; in most records, active means well fitted curve in the direction sought with a large enough effect; inconclusive means small, poorly fitted or top-dose-only effect, or another doubt; inactive means no such curve, though single readings can be large; an effect the other way counts as inactive or inconclusive.

For Cc1cccc(NS(=O)(=O)c2cccc(C(=O)NCC(C)(C)N3CCOCC3)c2)c1 the results were ATXN2 expr inh -11%, IL-1B inflam inh -11, MCF10A rerep -2%, HT1080 IDH1KD tx -6%, HepG2 tox -15%, HT1080NT lethal 1%, SW480 rerep 1% and S2 tox inactive.
For Cc1ccc(-c2csc(N(CCO)CCCn3c(C(F)(F)F)nc4ccccc43)n2)cc1 the results were KB-3-1 tox inconclusive, ATXN2 expr inh inconclusive, IL-1B inflam inh -3, MCF10A rerep inconclusive, HT1080 IDH1KD tx -15%, HepG2 tox -25%, HT1080NT lethal -14%, SW480 rerep inconclusive and S2 tox inactive.
COc1ccc(-c2cc(C(=O)NCCCN3CCOCC3)c3cc(C(C)C)ccc3n2)cc1 was read as KB-3-1 tox 13%, ATXN2 expr inh -25%, IL-1B inflam inh inconclusive, MCF10A rerep 10%, HT1080 IDH1KD tx -5%, HepG2 tox -8%, HT1080NT lethal 0%, SW480 rerep 1% and S2 tox inactive.
For COc1ccc(CC(=O)NCC(=O)N/N=C/c2ccco2)cc1 the results were KB-3-1 tox 3%, ATXN2 expr inh -11%, IL-1B inflam inh 20, MCF10A rerep 1%, HT1080 IDH1KD tx 6%, HepG2 tox -1%, HT1080NT lethal -2%, SW480 rerep -7% and S2 tox inconclusive.
`Cc1ccc(C)c(CNC(=O)c2cc3ccccn3n2)c1` gave KB-3-1 tox 14%, ATXN2 expr inh 5%, HepG2 tox -14% and S2 tox inactive.
Screening CCCCOCCCNC(=O)c1c(-c2ccccc2)noc1C returned KB-3-1 tox 19%, ATXN2 expr inh 1%, IL-1B inflam inh 13, MCF10A rerep inconclusive, HT1080 IDH1KD tx 3%, HepG2 tox -23%, HT1080NT lethal 6%, SW480 rerep -7% and S2 tox inactive.
For O=c1[nH]c2ccccc2n1CCCN1CCN(C(c2ccccc2)c2ccccc2)CC1 the results were ATXN2 expr inh 32µM*, MCF10A rerep inconclusive, SW480 rerep inconclusive and S2 tox inconclusive.
Screening O=C1OC2(O)C3C4C=CC(C4)C3C(=O)N2c2ccccc21 (stereo unspecified) returned KB-3-1 tox 0%, IL-1B inflam inh 0, MCF10A rerep 0%, HT1080 IDH1KD tx 15%, HepG2 tox -2%, HT1080NT lethal 13%, SW480 rerep -27% and S2 tox inactive.
`COCOc1ccc(-c2ncc(OC)nc2NC(=O)c2cc(C)oc2C)cc1` gave KB-3-1 tox -3%, ATXN2 expr inh -10%, IL-1B inflam inh -19, HT1080 IDH1KD tx -8%, HepG2 tox -36%, HT1080NT lethal -9% and S2 tox inactive.
Screening Cc1ccc(S(=O)(=O)NCCc2c[nH]c3ccccc23)cc1 returned KB-3-1 tox 1%, ATXN2 expr inh 1%, IL-1B inflam inh 16, MCF10A rerep 15%, HT1080 IDH1KD tx 0%, HepG2 tox -20%, HT1080NT lethal -10%, SW480 rerep 0% and S2 tox inactive.
`COc1cccc(CNC(=O)CCCCCn2c(=O)[nH]c3cc(OC)c(OC)cc3c2=O)c1` gave KB-3-1 tox -5%, ATXN2 expr inh 8%, HepG2 tox -11% and S2 tox inactive.
For Cc1nc2cc(C(=O)O)ccc2n1-c1ccc(F)cc1F the results were KB-3-1 tox 1%, ATXN2 expr inh -2%, IL-1B inflam inh 7, MCF10A rerep 0%, HT1080 IDH1KD tx 18%, HepG2 tox 5%, HT1080NT lethal 16%, SW480 rerep 2% and S2 tox inactive.
`CCC(=O)N1CCc2cc(Br)cc(S(=O)(=O)CC(=O)OC)c21` gave KB-3-1 tox 13%, ATXN2 expr inh 6%, IL-1B inflam inh 17, MCF10A rerep -4%, HT1080 IDH1KD tx 17%, HepG2 tox -1%, HT1080NT lethal 22%, SW480 rerep -2% and S2 tox inactive.
`COc1ccc(Cc2nnc(N/N=C/c3ccc(O)cc3)[nH]c2=O)cc1OC` gave KB-3-1 tox 0.58µM*, ATXN2 expr inh 1.6µM*, IL-1B inflam inh -130*, MCF10A rerep 8.2µM*, HT1080 IDH1KD tx inconclusive, HepG2 tox -6%, HT1080NT lethal inconclusive, SW480 rerep inconclusive and S2 tox inconclusive.
`CN(C(=O)c1ccc(NC(=O)Cc2ccc(NC(=O)C3CCCN(C(=O)c4ccccc4)C3)cc2)cc1)C1CCCC1` (stereo unspecified) gave KB-3-1 tox -1%, ATXN2 expr inh 3%, IL-1B inflam inh 24, MCF10A rerep inconclusive, HT1080 IDH1KD tx 2%, HepG2 tox -18%, HT1080NT lethal 2%, SW480 rerep inconclusive and S2 tox inactive.
`CCCn1c(NCc2cccc(OC)c2OC)nc2ccccc21` gave KB-3-1 tox -6%, ATXN2 expr inh 13%, IL-1B inflam inh 0, MCF10A rerep 4%, HT1080 IDH1KD tx -14%, HepG2 tox -28%, HT1080NT lethal -24%, SW480 rerep 1% and S2 tox inconclusive.
For Cc1cc(Nc2ccc3c(c2)OCCO3)n2ncnc2n1 the results were KB-3-1 tox 8%, ATXN2 expr inh 18%, IL-1B inflam inh 31, MCF10A rerep 147%[0.0737 µM], HT1080 IDH1KD tx 13%, HepG2 tox 3%, HT1080NT lethal 3%, SW480 rerep -27% and S2 tox inactive.
CNC(=O)CCCN1C(=O)c2ccccc2Sc2ncccc21 was read as KB-3-1 tox 8%, ATXN2 expr inh 0%, IL-1B inflam inh 7, MCF10A rerep -7%, HT1080 IDH1KD tx 7%, HepG2 tox 1%, HT1080NT lethal 12%, SW480 rerep -11% and S2 tox inactive.
CCC(Sc1nc2ccsc2c(=O)n1-c1ccc(Cl)c(C)c1)C(=O)NCc1ccco1 (stereo unspecified) was read as KB-3-1 tox 13%, ATXN2 expr inh -9%, IL-1B inflam inh -71*, MCF10A rerep inconclusive, HT1080 IDH1KD tx -25%, HepG2 tox -17%, HT1080NT lethal -12%, SW480 rerep 12% and S2 tox inconclusive.
Screening O=C(c1ccccc1)N1CCN(C(=S)NCc2ccc3c(c2)OCO3)CC1 returned KB-3-1 tox 1%, IL-1B inflam inh -12, MCF10A rerep 16%, HT1080 IDH1KD tx 1%, HepG2 tox 1%, HT1080NT lethal 3%, SW480 rerep 11% and S2 tox inactive.
Screening O=C(CCC(=O)OCC(F)(F)C(F)F)Nc1ccccc1F returned KB-3-1 tox -16%, ATXN2 expr inh -7%, IL-1B inflam inh 0, MCF10A rerep -2%, HT1080 IDH1KD tx 18%, HepG2 tox 4%, HT1080NT lethal 19%, SW480 rerep -5% and S2 tox inactive.
Screening O=S(=O)(NCc1ccccc1)c1ccc(S(=O)(=O)N2CCCCC2)cc1 returned KB-3-1 tox -1%, ATXN2 expr inh -16%, IL-1B inflam inh 19, MCF10A rerep 3%, HT1080 IDH1KD tx -17%, HepG2 tox -3%, HT1080NT lethal 11%, SW480 rerep -2% and S2 tox inactive.
CCN(C(=O)COC(=O)C1CCN(S(=O)(=O)c2ccc(C)c(C)c2)CC1)C1CCS(=O)(=O)C1 (stereo unspecified) was read as KB-3-1 tox 0%, ATXN2 expr inh -3%, IL-1B inflam inh 19, MCF10A rerep -1%, HT1080 IDH1KD tx -1%, HepG2 tox 1%, HT1080NT lethal 2%, SW480 rerep -11% and S2 tox inactive.
For CCOC(=O)CCCCC(=O)c1[nH]c(=O)[nH]c1CSc1nnc2c3ccccc3n(C(C)C)c2n1 the results were KB-3-1 tox 0%, ATXN2 expr inh 1%, IL-1B inflam inh -20, MCF10A rerep 23%, HT1080 IDH1KD tx -19%, HepG2 tox -27%, HT1080NT lethal -20%, SW480 rerep -6% and S2 tox inactive.
CC1N(C(=O)N2CCOCC2)CCN1S(=O)(=O)c1cccc(C(F)(F)F)c1 (stereo unspecified) was read as KB-3-1 tox 5%, ATXN2 expr inh 1%, IL-1B inflam inh -4, MCF10A rerep 14%, HT1080 IDH1KD tx -2%, HepG2 tox -2%, HT1080NT lethal 2%, SW480 rerep -10% and S2 tox inactive.
Screening CN(Cc1nc2ccccc2n1C)c1ccccc1 returned KB-3-1 tox 1%, ATXN2 expr inh 2%, IL-1B inflam inh 8, MCF10A rerep 0%, HT1080 IDH1KD tx -5%, HepG2 tox 14%, HT1080NT lethal -4%, SW480 rerep 0% and S2 tox inactive.
Screening CCN(Cc1ccccc1)C(=O)CC(=O)N(CC)Cc1ccccc1 returned KB-3-1 tox -3%, ATXN2 expr inh -11%, IL-1B inflam inh -5, MCF10A rerep 1%, HT1080 IDH1KD tx 17%, HepG2 tox 7%, HT1080NT lethal 1%, SW480 rerep 5% and S2 tox inactive.
`O=C(COC(=O)C1CC2CCCC(C1)C2=O)Nc1nc(-c2ccc(F)c(F)c2)cs1` (stereo unspecified) gave KB-3-1 tox 13%, ATXN2 expr inh 11%, IL-1B inflam inh -5, MCF10A rerep 1%, HT1080 IDH1KD tx 6%, HepG2 tox -10%, HT1080NT lethal 7%, SW480 rerep -3% and S2 tox inactive.
For Cc1cc2cc(CCNC(=O)C(C)C)c(=O)[nH]c2cc1C the results were KB-3-1 tox 23%, ATXN2 expr inh 26%, IL-1B inflam inh 5, MCF10A rerep -4%, HT1080 IDH1KD tx -3%, HepG2 tox 2%, HT1080NT lethal 6%, SW480 rerep 5% and S2 tox inactive.
